KKLEB tox: CF airway cell cytotoxicity counter-screen; KKLEB CF airway cells viability, ATPlite luminescence, overnight; active compounds read low; cells stimulated with P. aeruginosa culture filtrate; activity change (cytotoxicity), % at 5 µM; 0.36% of 360,000 active; AID 602141;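 active = corrected activity change at or below -50% at 5 µM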
NR2E3 ag-1: activates human NR2E3 receptor. CHO-S Gal4-NCOR/VP16-NR2E3 two-hybrid, luciferase. 0.35% of 360,000 active. Q9Y5X4. AID 602229. inhibition of corepressor binding, % at 3.98 µM;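 active = inhibition above the mean of all tested compounds plus 3 SD, cut at about 70% in these data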;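 also: 0% = DMSO with NR2E3 transfected cells and 100% = cells lacking NR2E3 construct; higher means lower luciferase signal from less NR2E3 corepressor binding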
Target sequence (Q9Y5X4 whole entry, looked up, the tested form may be a part): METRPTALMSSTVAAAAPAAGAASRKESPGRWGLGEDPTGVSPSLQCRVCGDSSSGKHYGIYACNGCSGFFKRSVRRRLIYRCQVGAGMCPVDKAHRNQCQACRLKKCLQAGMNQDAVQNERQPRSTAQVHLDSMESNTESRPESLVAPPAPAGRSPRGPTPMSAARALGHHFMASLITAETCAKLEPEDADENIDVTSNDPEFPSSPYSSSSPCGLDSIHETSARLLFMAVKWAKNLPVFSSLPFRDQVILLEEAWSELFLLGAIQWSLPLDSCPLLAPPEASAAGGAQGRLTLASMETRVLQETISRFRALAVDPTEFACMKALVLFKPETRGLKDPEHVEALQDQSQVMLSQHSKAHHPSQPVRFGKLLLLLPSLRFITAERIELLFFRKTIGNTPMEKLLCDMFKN
TROY NFkB inh: TROY signaling inhibition | 0.98% of 360,000 active | Q293 LMP1-TROYcd NF-kB luciferase reporter, 4 h | inhibition, % at 10 µM;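 active = compounds whose plate-normalised and pattern-corrected inhibition of the luciferase reporter signal at the single screening dose is 50% or more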
NR2E3 ag-2: activates human photoreceptor nuclear receptor NR2E3; Q9Y5X4; GST-NR2E3/biotin-RetCOR TR-FRET, 1536-well; inhibition of corepressor binding, % at 4.78 µM; 0.12% of 320,000 active; AID 2300;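 active = percent inhibition above the cutoff of mean plus 3 SD of all tested compounds, set per screening campaign, cut at about 20% in these data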;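 also: 0% = DMSO wells and 100% = biotin wells as full block of FRET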
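Test system – NR2E3–RetCOR corepressor complex · Quantity – NR2E3 fusion 1.35 nM · Buffer or medium – Tris pH 7.5 · Incubation – Compound–protein incubation for 5 h at 4 °C · Technique – TR-FRET, Eu(K)-anti-GST donor, streptavidin-D2 acceptor, ex 340, em 617/671 nm · Evaluation – percent inhibition of 671/617 nm emission ratio versus biotin and DMSO controls · Plate – 1536-well format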
HIF-2a block: HIF-2a inhibition | 786-0 RCC cells HIF-2a reporter, luciferase luminescence, overnight | 0.72% of 360,000 active | inhibition, % at 18.8 µM | AID 624352;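 active = inhibition of the luminescence signal of 40% or more relative to plate controls, in a single-dose primary screen at 18.75 µM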
MITF TRPM1 inh: inhibitors of MITF-driven TRPM1 promoter in melanoma cells | SK-MEL-5 TRPM1 promoter luciferase, 24 h | inhibition, % at 12.5 µM | 0.83% of 330,000 active;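 active = mean inhibition across replicates of 60% or more, whatever share of single replicates reaches that level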; also: values of inactives mirror those of a sister screen read the other way
C8 TRAIL sens: caspase-8 TRAIL sensitization. inhibition (viability loss, TRAIL sensitization), % at 10 µM. 1% of 360,000 active. AID 624354. NB7+C8 cells + TRAIL, ATPlite viability luminescence;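 active = compounds causing at least 50% loss of cell viability in the single-dose screen, relative to plate controls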
Peg3 prom inh: Peg3 promoter activity inhibition; HeLa PEG-Prom luciferase reporter, luminescence, overnight; inhibition, % at 20 µM; 1.7% of 360,000 active;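 active = inhibition of at least 50% at 20 µM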
Shn3 3UTR inh: inhibitors of Schnurri-3 3'UTR reporter in osteoblasts; 0.52% of 360,000 active; inhibition, % at 12.5 µM; AID 588674; Clone20 osteoblast Shn3 3'UTR firefly luciferase, 24 h;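 active = mean inhibition of at least 75% with every replicate also reaching 75%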;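 also: 0% = median of neutral control wells and 100% = pilot-screen positive control compound; some compounds past the cut are filed as inactive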
TWEAK-Fn14 inh: blocks TWEAK-Fn14 interaction in a reporter cell assay. TWEAK-stimulated Fn14 reporter cells, luciferase luminescence, 8 h. 2% of 360,000 active. inhibition, % at 10 µM. AID 1159606; in the data active = inhibition above about 50%
CF NFkB inh: inhibitors of cystic fibrosis induced NF-kB; 0.86% of 360,000 active; inhibition, % at 5 µM; KKLEB NF-kB-GFP reporter, PAF-induced, GFP fluorescence overnight;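 active = at least 50% inhibition at 5 µM, scaled per plate between neutral and stimulator controls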;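 also: PAF is a Pseudomonas aeruginosa culture filtrate used as stimulus; plate controls were PAF-stimulated DMSO wells for no effect and unstimulated DMSO wells for full effect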
* hit, by the source's call; x = no result given.

SMILES | KKLEB tox | NR2E3 ag-1 | TROY NFkB inh | NR2E3 ag-2 | HIF-2a block | MITF TRPM1 inh | C8 TRAIL sens | Peg3 prom inh | Shn3 3UTR inh | TWEAK-Fn14 inh | CF NFkB inh
CCc1ccc(-c2nc(C(N)=O)c3[nH]c(=O)n(-c4ccccc4OC)c3n2)cc1 | -19 | -24 | 19 | 1 | -4 | 12 | 14 | 36 | 0 | 22 | -10
Cn1c(=O)c2c(nc(OC3CCCC3)n2C)n(C)c1=O | 0 | 4 | 6 | x | 9 | -11 | 27 | 0 | -36 | 24 | 2
COc1ccc2cc(C#N)c(Nc3cccc(F)c3)nc2c1 | 7 | -20 | -5 | 0 | 10 | -4 | -2 | 16 | 2 | -22 | -6
O=c1oc2ccccc2c(=O)c2ccccc12 | 2 | -11 | 4 | x | 10 | -1 | -16 | 3 | -2 | 10 | 4
O=C(NCC1CCCO1)c1cccc(S(=O)(=O)Nc2ccc(F)cc2)c1 (configuration not stated) | 11 | -2 | -20 | 2 | 16 | -9 | 4 | 1 | 14 | -2 | -37
O=C(O/N=C(\c1ccccc1)c1ccccn1)c1ccc(Cl)c(Cl)c1 | 3 | 10 | -13 | 4 | 16 | 7 | 9 | -5 | -49 | -2 | -5
O=c1c(Cl)c(NCCO)ncn1-c1ccccc1 | 5 | 1 | -12 | 5 | -4 | -2 | 5 | -19 | -7 | 11 | -22
CN(C(=O)COC(=O)CNC(=O)c1ccccc1Cl)c1ccccc1 | -1 | 5 | -7 | -3 | 7 | 6 | 1 | -8 | -11 | 15 | 16
CCC(C)(C)NC(=O)/C=C/c1cnc2ccccc2n1 | -1 | -74 | -58 | 0 | -171 | -15 | -7 | -174 | -100 | 23 | -1
CC(OC(=O)c1cc[n+]([O-])cc1)C(=O)Nc1ccc(Cl)cn1 (configuration not stated) | -8 | -1 | -6 | -2 | -5 | 9 | -6 | -13 | -4 | -3 | -12
NS(=O)(=O)c1ccc(CNc2ncnc3sccc23)cc1 | 10 | 23 | -12 | -5 | 16 | 16 | -7 | 0 | -6 | 25 | 1
COc1ccccc1C(=O)N(Cc1nc(-c2ccc(Cl)cc2)no1)C(C)C | 8 | -3 | 25 | 1 | 5 | 12 | 8 | 26 | 25 | -4 | -20
Cc1ccc(C(=O)Nc2ccccc2N2CCCCC2)cc1 | 23 | -1 | -6 | -2 | 1 | 2 | 18 | 17 | 14 | 9 | -9
Cc1ccc2c(CN3C(=O)NC4(CCCCC4)C3=O)cc(=O)oc2c1C | -6 | -28 | -13 | -1 | -46 | -15 | 5 | -23 | 7 | -15 | -5
CCN1/C(=C2/SC(=S)N(NC(C)=O)C2=O)Sc2ccccc21 | -3 | -12 | 11 | x | 9 | -19 | -2 | 0 | -5 | -12 | -21
Cc1nn(CC(=O)NC2CCS(=O)(=O)C2)c(C)c1[N+](=O)[O-] (configuration not stated) | 29 | -13 | 2 | x | 6 | -4 | -5 | 1 | -20 | -4 | -37
Cc1ccccc1OCC(=O)N/N=C/c1c(C)nn(-c2ccccc2)c1Cl | -4 | -54 | -46 | -3 | -47 | 2 | 10 | -33 | -5 | -7 | -7
CCOC(=O)C1=C(N)Oc2cc(O)ccc2C1c1cccc(Cl)c1 (configuration not stated) | 11 | -10 | 9 | 1 | 15 | 13 | 11 | 50 | 2 | 18 | 1
CCOc1ccccc1C1CC(c2cccs2)=NN1S(C)(=O)=O (configuration not stated) | 1 | -5 | 3 | -4 | 21 | 2 | 25 | 7 | 10 | 16 | -13
O=C(NCCC1=CCCCC1)C1CCN(c2nnc(-n3cccc3)s2)CC1 | 5 | -35 | -2 | 5 | -7 | x | 7 | -3 | -9 | -1 | -8
CCOC(=O)C1=C[C@@H](C(C)(C)C)N(S(=O)(=O)c2ccc(OC)cc2)[C@H]1c1ccccc1 | 0 | 9 | 2 | x | 20 | x | 5 | 23 | 12 | 34 | 22
Cc1cc(O)ccc1Nc1nc(-c2cccnc2)cs1 | 8 | -104 | -6 | x | -217 | -95 | 4 | -337 | -144 | 20 | 41
Cc1cc(C(=O)NNC(=O)C(C)NS(=O)(=O)c2ccccc2F)c(C)o1 (configuration not stated) | -1 | 7 | -1 | x | -3 | 6 | 1 | 1 | -6 | 5 | -16
COc1cc2sc(C)nc2cc1C | 8 | 30 | -6 | 1 | 13 | -17 | -6 | -2 | -2 | -3 | 3
O=C(CCNC(=O)c1ccccc1Cl)Nc1ccc2c(c1)OCCO2 | 2 | -23 | -11 | x | -76 | x | 1 | -35 | -16 | -8 | 6
O=c1[nH]c(SCc2ccccc2)nc2c1sc1ccccc12 | -9 | 4 | 18 | 1 | 14 | -1 | 0 | 4 | 17 | -7 | -5
O=C(Nc1ccccn1)c1ccc(S(=O)(=O)N2CCCC2)cc1 | -1 | -18 | -14 | -2 | -144 | -44 | -13 | -117 | -31 | -16 | -5
Cc1cc(C)nc(NS(=O)(=O)c2ccccc2)n1 | -3 | -5 | -18 | 1 | -3 | 15 | -12 | 4 | -24 | -6 | 6
c1ccc(OCc2nc(-c3ccncc3)no2)cc1 | -3 | -56 | -62 | 0 | -165 | -42 | -22 | -177 | -44 | -23 | 0
COC(=O)c1cc(OC)c(OC)cc1NCC(=O)Nc1ccc(OC)c(OC)c1 | -8 | -14 | 8 | -5 | 2 | -12 | -7 | 21 | -4 | -19 | -2
O=c1c2sccc2nc(SCc2cc(=O)n3cc(Cl)ccc3n2)n1-c1ccc(F)cc1 | 1 | 11 | 21 | 3 | 30 | 4 | 16 | 14 | 19 | 22 | -8
Cc1cccn2c(=O)c3cc(S(=O)(=O)c4ccccc4)c(=N)n(Cc4ccc(F)cc4)c3nc12 | -17 | -21 | -8 | -2 | 5 | 8 | -18 | 4 | 0 | 21 | 14
CCOc1ccccc1C1NC(=O)c2ccccc2O1 (configuration not stated) | -2 | 7 | 9 | -2 | 18 | 0 | -2 | 27 | 5 | -15 | -23
CCc1nnc(NC(=O)CCC(=O)N2CCN(Cc3ccc(C)cc3C)CC2)s1 | 1 | -1 | 9 | -2 | 2 | -4 | 2 | -11 | 27 | 10 | -3
CSCCC(NC(N)=O)C(=O)Nc1cccc(C#N)c1 (configuration not stated) | -7 | -9 | -10 | 1 | 6 | 3 | 4 | -1 | 14 | 11 | -7
CCc1ccc(OCc2n[nH]c(=S)n2Cc2ccccc2)cc1 | -5 | 1 | -10 | -3 | -20 | -15 | 2 | -9 | 6 | 2 | -7
O=C(c1ccc(CS(=O)Cc2ccc(Cl)cc2)o1)N1CCN(c2ccccc2F)CC1 (configuration not stated) | 17 | 24 | -8 | 0 | 5 | 6 | 7 | 13 | 7 | 15 | -11
C#Cc1ccc(CN2CCC(Oc3ccc(C(=O)NCc4ccccn4)cc3)CC2)cc1 | -5 | 12 | 15 | 0 | 15 | 6 | 9 | 12 | 15 | 7 | -8
CCC(C)NS(=O)(=O)c1ccc(NC(=O)c2c(-c3ccccc3)noc2C)cc1 (configuration not stated) | 9 | -6 | 4 | 1 | 22 | 4 | 10 | 19 | 27 | -2 | -11
CCOc1cc(CNCCCN2CCOCC2)cc(Br)c1OCC(=O)Nc1cccc(C(F)(F)F)c1 | -14 | 15 | 7 | 0 | 19 | 74* | 3 | 68* | 13 | -50 | 13
Cc1[nH]c(C)c(S(=O)(=O)Nc2ccc(F)cc2Cl)c1C(=O)N1CCCC1 | -3 | -7 | -5 | 1 | 7 | -3 | -7 | 1 | 0 | -4 | 9
COc1ccc(-c2[nH]ncc2CN2CCCOc3c(cccc3OC)C2)c(OC)c1 | -3 | -15 | 0 | 0 | 17 | -12 | 3 | 1 | 3 | 0 | 3
Cc1nc2sc(C(c3ccc(F)cc3)N3CCN(C(=O)c4ccco4)CC3)c(O)n2n1 (configuration not stated) | -5 | -13 | 3 | 1 | 18 | 14 | -5 | 14 | -36 | 15 | 2
COc1ccc(/C=C2/C(=O)N=C(N)N2C)cc1OC | 5 | 8 | -14 | -4 | 15 | 2 | -10 | -9 | 13 | 35 | 3
O=C(NCCNC(=O)c1ccccc1)c1ccccc1 | -2 | -19 | 0 | 0 | 11 | -9 | -13 | 7 | 5 | -4 | -5
Cc1c(NC(=O)C(C)Oc2cccc(Cl)c2)c(=O)n(-c2ccccc2)n1C (configuration not stated) | -5 | 0 | -5 | 2 | 12 | 9 | -15 | 8 | 1 | 7 | 13

An excerpt of these results, field by field:
> O=C(NCCC1=CCCCC1)C1CCN(c2nnc(-n3cccc3)s2)CC1
  KKLEB tox: 5 | NR2E3 ag-1: -35 | TROY NFkB inh: -2 | NR2E3 ag-2: 5 | HIF-2a block: -7 | MITF TRPM1 inh: x | C8 TRAIL sens: 7 | Peg3 prom inh: -3 | Shn3 3UTR inh: -9 | TWEAK-Fn14 inh: -1 | CF NFkB inh: -8
> CCOc1cc(CNCCCN2CCOCC2)cc(Br)c1OCC(=O)Nc1cccc(C(F)(F)F)c1
  KKLEB tox: -14 | NR2E3 ag-1: 15 | TROY NFkB inh: 7 | NR2E3 ag-2: 0 | HIF-2a block: 19 | MITF TRPM1 inh: 74* | C8 TRAIL sens: 3 | Peg3 prom inh: 68* | Shn3 3UTR inh: 13 | TWEAK-Fn14 inh: -50 | CF NFkB inh: 13
> C#Cc1ccc(CN2CCC(Oc3ccc(C(=O)NCc4ccccn4)cc3)CC2)cc1
  KKLEB tox: -5 | NR2E3 ag-1: 12 | TROY NFkB inh: 15 | NR2E3 ag-2: 0 | HIF-2a block: 15 | MITF TRPM1 inh: 6 | C8 TRAIL sens: 9 | Peg3 prom inh: 12 | Shn3 3UTR inh: 15 | TWEAK-Fn14 inh: 7 | CF NFkB inh: -8
> Cc1ccc2c(CN3C(=O)NC4(CCCCC4)C3=O)cc(=O)oc2c1C
  KKLEB tox: -6 | NR2E3 ag-1: -28 | TROY NFkB inh: -13 | NR2E3 ag-2: -1 | HIF-2a block: -46 | MITF TRPM1 inh: -15 | C8 TRAIL sens: 5 | Peg3 prom inh: -23 | Shn3 3UTR inh: 7 | TWEAK-Fn14 inh: -15 | CF NFkB inh: -5

Source: PubChem

The list is partial; rates above refer to the full screens.
